Hsp70 displacement: Hsp70 inhibitors, probe displacement, primary screen, biochemical, fluorescence polarization (AID 583). Heat shock 70 kDa protein 1A (Homo sapiens). Hsp70 fluorescence polarization probe displacement, mP; higher % means a stronger effect. one-dose displacement, % at 20 µM; IC50 in µM for titrated hits. actives 0.06% (n = 140,000); in the data active = displacement above about 50%;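 note: plate controls were vehicle for no effect and reference ligand for full effect; a part of the inactive calls stands beside numbers as strong as those of hits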
MKP-3 inhibition: MKP-3 phosphatase inhibitors, primary screen, biochemical, rat enzyme, in vitro (AID 425) | Dual specificity protein phosphatase 6 (Rattus norvegicus) | recombinant MKP-3 phosphatase activity, fluorescence; higher % means a stronger effect | one-dose inhibition, % at 20 µM; IC50 in µM for titrated hits | actives 0.17% (n = 110,000); in the data active = inhibition above about 50%;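 note: plate controls were vehicle for no effect and reference inhibitor for full effect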
* marks the source's active call; other numbers are inactive results; / = not tested or not shown; & = joins results of further samples.

SMILES	Hsp70 displacement	MKP-3 inhibition
C=C(C)CSc1nc(SCC(=C)C)c2c3c(sc2n1)COC(C)(C)C3	-4.8%	3%
O=C(CSc1nnnn1C1CCCC1)NCc1ccccc1	-3.7%	/
Cc1nn(-c2ccccc2)c2sc(C(=O)c3c(N)n(C)c(=O)n(C)c3=O)cc12	-6.2%	10%
COc1ccc(S(=O)(=O)N2CCCC(C(=O)Nc3ccc(NC(=O)c4ccccn4)cc3)C2)cc1 (centres undefined)	-4.3%	-4%
CCOC(=O)c1ccc(-c2ccc(/C=C3/C(=O)NN(c4ccc(F)cc4)C3=O)o2)cc1	0.2%	5%
O=C(Nc1ccccc1C(=O)Nc1ccc(Cl)cc1)c1ccco1	-4.1%	4%
CN1CCN(CCCNC(=O)c2cc3c(-c4ccc(Cl)cc4)nn(C)c3s2)CC1	2.5%	-7%
Cc1ccc(N(CC(=O)N=Nc2c(O)[nH]c3ccccc23)S(=O)(=O)c2ccccc2)cc1	2.5%	-1%
O=C(NC1CCCCC1)C(c1ccco1)N(Cc1cccs1)C(=O)Cn1nnc2ccccc21 (centres undefined)	2.2%	-1%
CC(=O)C1C(=O)CC(C)(O)C(C(C)=O)C1c1ccc(N(C)C)cc1 (centres undefined)	-4.5%&2.1%	-7%&-1%
O=C(O)CCc1ccc(-c2ccc(F)cc2)n1NC(=O)c1ccco1	-7.3%	-6%
CCC(NC(=O)c1ccccc1NC(=O)c1ccco1)C(=O)NC1CCCCC1 (centres undefined)	2.3%	-8%
O=C1CCCN1CCC1CCN(C(=O)Nc2ccccc2)CC1	0.2%	-21%
COc1ccc(/C=C/C(=O)Nc2cc(C)ccc2C)cc1	-6.2%	0%
CCCc1ccc2c(N)c(C(=O)c3ccc(Cl)cc3)sc2n1	-0.8%	0%
O=C(CSc1ncnc2c1cnn2-c1ccccc1)Nc1ccc2c(c1)OCO2	-3.0%	-1%
CCOc1ccc2[nH]c(=O)c(CN(C(=O)N3CCOCC3)C3CC3)cc2c1	3.3%	-1%
CCc1cc(Br)ccc1NC(=O)C1CCCO1 (centres undefined)	-3.3%	-3%
Cc1ccc(C(=O)CC(C(=O)O)n2ccc(C)n2)cc1 (centres undefined)	2.7%	-2%
O=C(NCC1(c2ccccc2)CCCC1)c1cc2ccccc2o1	-1.2%	4%
O=C1NC(=O)N(c2ccc(Cl)cc2)C(=O)/C1=C/c1ccc(Oc2ccc([N+](=O)[O-])cn2)cc1	1.2%	-12%
COc1cc(C(=O)NC(NC(=S)Nc2ccc(NC(C)=O)cc2)C(Cl)(Cl)Cl)cc(OC)c1OC (centres undefined)	2.4%	3%
CCC(=O)N1N=C(C)CC1(O)c1ccccc1 (centres undefined)	-2.9%	-2%
CCOC(=O)CC(C(=O)OCC)P(=O)(c1ccccc1)c1ccccc1 (centres undefined)	5.1%&0.6%	-5%&-6%
CCC(O)CNc1nc(-n2nc(C)cc2C)nc2sc3c(c12)CCCC3 (centres undefined)	-1.6%	4%
NC(=O)c1ccccc1NC(=O)CN1CCOCC1	1.8%	3%
CC(NC(=O)c1ccccc1)C(=O)OCC(=O)Nc1ccc(S(N)(=O)=O)cc1 (centres undefined)	-0.1%	0%
CCOC(=O)CN1C(=O)C(O)(CC(=O)c2ccc3c(c2)CCCC3)c2ccccc21 (centres undefined)	-0.8%	/
Cc1cc(C)nc(NC(=O)c2cnc3sccn3c2=O)n1	1.0%	-2%
COC(=O)CN(C(C)=O)C(c1ccccc1)c1cc(Br)ccc1NC(=O)c1ccccc1Cl (centres undefined)	2.2%	-1%
COc1cc(NC(=O)COc2ccc(Cl)cc2Cl)c2ncccc2c1	-3.6%	5%
Cc1ccc(F)cc1NC(=O)c1cccc2nccnc12	3.6%	-1%
CCC(C)N(CCNC(=O)CC1Oc2ccccc2NC1=O)C1CCCCC1 (centres undefined)	-0.2%	-7%
Cc1ccc(O)c(C2=NOC(O)(C(F)(F)F)C2)c1 (centres undefined)	-0.6%&1.8%	2%
Cc1cc(Cl)ccc1N=Cc1c(O)n(C)c(=O)n(C)c1=O	9.7%	-14%
COc1cc(CO)cc(Br)c1OCc1cccnc1	0.8%	-7%
FC(F)(F)c1nnc2ccc(N3CCCC3)nn12	7.4%	/
COc1ccc(Cc2cnc(NC(=O)c3ccc(C)cc3)s2)cc1	-3.0%	2%
CCOc1ccc2nc(SCC(=O)Nc3ccc(CC)cc3)sc2c1	-2.4%	0%
COc1cc(N)ccc1-n1c(C)ccc1C	2.0%	11%
CCOC(=O)C(CC)(CC)/C(C)=N/NC(=O)CC#N	3.3%	/
CCOc1ccc(-n2nc(C(=O)NCCOC)c3ccccc3c2=O)cc1	-5.6%	-9%
CCN(CC)CCNC(=O)c1c(O)c2cc(OC)c(OC)cc2[nH]c1=O	3.5%	8%
O=C(Nc1nc2ccccc2s1)c1ccncc1	8.1%	1%
COc1ccc(N2CCSC2c2ccco2)cc1 (centres undefined)	-5.1%	3%
COc1ccc(C(O)(CNCc2ccccc2)c2ccc(Br)cc2)cc1 (centres undefined)	1.8%	-2%
Cc1cc(NC(=O)CCC(=O)N(c2ccccc2)C(C(=O)NCC2CCCO2)c2cccnc2)no1 (centres undefined)	4.1%	-1%
Cc1ccc2c(c1)cc(CN(Cc1ccccc1)C(=O)N(C)C)c1nnnn12	8.2%	-8%
COc1cc(OC)c(OC)cc1CN1CCN(S(C)(=O)=O)CC1	4.9%	0%
COc1ccc(CCNC(=O)CSc2nc3c(c(=O)n(C)c(=O)n3C)n2C)cc1OC	-12%	/
O=C1NC(=S)NC(=O)C1=Cc1cc2c(cc1Cl)OCO2	1.0%	1%
c1ccc(Cn2ncc3c(NCc4ccco4)ncnc32)cc1	-0.5%	-13%
OCCn1c(SCCOc2ccccc2)nc2ccccc21	4.0%	/
CCCCn1c(=NC(C)=O)c(C#N)cc2c(=O)n3cccc(C)c3nc21	2.7%	-6%
CCc1cccc(NC(=O)CCS(=O)(=O)c2cccc3nonc23)c1	-1.3%	4%
O=C1CC(c2ccc(Cl)c(Cl)c2)CC(O)=C1C=NCCN1CCNCC1 (centres undefined)	4.1%	1%
CC(C)Oc1ccc(C2CC(=O)N(c3cccc(Br)c3)C2=O)cc1 (centres undefined)	1.3%	-3%
Cc1ccc(S(=O)(=O)N/N=C/c2ccccc2C(F)(F)F)cc1	-1.8%	1%
Cc1ccc(C2=CC(=O)N(c3cccc(C(F)(F)F)c3)C2=O)cc1	-2.5%	0%
CC1(C)CC(=O)c2sc(NC(=O)C3CC3)nc2C1	/	6%
Next part
SMILES	Hsp70 displacement	MKP-3 inhibition
CC1(C)Cc2c(c(=S)nc(-c3ccccc3)n2CCO)CO1	1.0%	-4%
Cc1nnc(SCC(=O)Nc2ccc3c(c2)C(=O)c2ccccc2C3=O)s1	-5.6%	8%
COC(=O)CSc1nnc(CNC(=O)Cc2ccccc2)n1-c1ccccc1OC	2.1%	3%
N/C(=N\OC(=O)C1CCCCC1)c1cccc([N+](=O)[O-])c1	2.9%	0%
COc1ccc(OC)c2c1sc(=NC(=O)CN1C(=O)CCC1=O)n2C	11%	-5%
Cc1occc1C(=O)N1CCCc2ccccc21	4.7%&-5.8%	-1%&-2%
Cc1c(C(=O)NCc2ccccc2)oc2ccc(S(=O)(=O)N3CCC4(CC3)OCCO4)cc12	/	-3%
O=C(Nc1ccccc1-c1nc2ccccc2s1)c1cccc(Cl)c1	-1.6%	2%
N#Cc1cc2c(nc1SCC(O)CS(=O)(=O)Cc1ccc(Cl)cc1)CCCC2 (centres undefined)	-0.6%	/
CCOC(=O)CNc1c(N2CCN(c3ccccn3)CC2)c(=O)c1=O	-3.2%	5%
CCCCNC(=O)C(CCC(=O)OCc1ccccc1)NC(=O)Cc1ccccc1 (centres undefined)	1.0%	-6%
COc1cc(Br)cc(/C=N/NC(=O)Cn2c3ccccc3c(=O)c3ccccc32)c1O	7.0%	1%
CC(=O)Nc1ccc(C(=O)Nc2ccc3c(c2)OCO3)cc1	-0.4%	-5%
CC(=O)c1ccc(Oc2cc(C)nc(NCc3ccccc3)n2)cc1	-1.8%	/
CC1=C(C(=O)OCCc2ccccc2)C(c2ccc(F)cc2)C2=C(CCCC2=O)N1 (centres undefined)	1.0%	4%
NC(=O)c1cccc2c1C(=O)N(C1CCCCC1)C2	4.0%	-6%
Cc1onc(-c2c(F)cccc2Cl)c1C(=O)OCN1C(=O)c2ccccc2C1=O	0.8%	-4%
COCCCNC(=O)Cn1cc(C(=O)c2cccs2)c2ccccc21	-5.4%	/
CCOc1cccc(C=Nc2cccc3nsnc23)c1O	0.4%	2%
COc1ccc2c(c1)c(=O)oc1c(C)c(OC(C)=O)ccc12	-1.9%	1%

Reprinted from the results shown, 18 compounds:
SMILES	Hsp70 displacement	MKP-3 inhibition
CC1(C)CC(=O)c2sc(NC(=O)C3CC3)nc2C1	/	6%
CC1(C)Cc2c(c(=S)nc(-c3ccccc3)n2CCO)CO1	1.0%	-4%
Cc1nnc(SCC(=O)Nc2ccc3c(c2)C(=O)c2ccccc2C3=O)s1	-5.6%	8%
COC(=O)CSc1nnc(CNC(=O)Cc2ccccc2)n1-c1ccccc1OC	2.1%	3%
N/C(=N\OC(=O)C1CCCCC1)c1cccc([N+](=O)[O-])c1	2.9%	0%
COc1ccc(OC)c2c1sc(=NC(=O)CN1C(=O)CCC1=O)n2C	11%	-5%
Cc1occc1C(=O)N1CCCc2ccccc21	4.7%&-5.8%	-1%&-2%
Cc1c(C(=O)NCc2ccccc2)oc2ccc(S(=O)(=O)N3CCC4(CC3)OCCO4)cc12	/	-3%
O=C(Nc1ccccc1-c1nc2ccccc2s1)c1cccc(Cl)c1	-1.6%	2%
N#Cc1cc2c(nc1SCC(O)CS(=O)(=O)Cc1ccc(Cl)cc1)CCCC2 (centres undefined)	-0.6%	/
CCOC(=O)CNc1c(N2CCN(c3ccccn3)CC2)c(=O)c1=O	-3.2%	5%
CCCCNC(=O)C(CCC(=O)OCc1ccccc1)NC(=O)Cc1ccccc1 (centres undefined)	1.0%	-6%
COc1cc(Br)cc(/C=N/NC(=O)Cn2c3ccccc3c(=O)c3ccccc32)c1O	7.0%	1%
CC(=O)Nc1ccc(C(=O)Nc2ccc3c(c2)OCO3)cc1	-0.4%	-5%
CC(=O)c1ccc(Oc2cc(C)nc(NCc3ccccc3)n2)cc1	-1.8%	/
CC1=C(C(=O)OCCc2ccccc2)C(c2ccc(F)cc2)C2=C(CCCC2=O)N1 (centres undefined)	1.0%	4%
NC(=O)c1cccc2c1C(=O)N(C1CCCCC1)C2	4.0%	-6%
Cc1onc(-c2c(F)cccc2Cl)c1C(=O)OCN1C(=O)c2ccccc2C1=O	0.8%	-4%

Later entries.
SMILES	Hsp70 displacement	MKP-3 inhibition
CC1CCC(N2CCN(C(=O)c3ccc([N+](=O)[O-])cc3)CC2)CC1 (centres undefined)	-1.1%	1%
O=C(O)c1ccc(N2C(=O)c3cccc4c([N+](=O)[O-])c(O)cc(c34)C2=O)cc1	5.2%	0%
CC(Oc1ccc(Cl)cc1Cl)C(=O)NCCCN(C)C (centres undefined)	-1.2%	6%
O=C(NNC1=C(C(=O)C(F)(F)F)CCC1)c1cccc(O)c1	1.6%	/
O=C(Nc1nnc(CSCc2ccccc2)s1)c1cccc2ccccc12	3.1%	-5%
C[C@@H]1O[C@@H](Nc2cccc3ccccc23)[C@H](O)[C@H](O)[C@H]1O	0.9%	1%
CCc1ccc(N=C2NC(=O)/C(=C/c3cc(Br)c(OCC(=O)O)c(OC)c3)S2)cc1	/	84µM*
O=C(Nc1cccc(-c2nnc(-c3ccccc3)o2)c1)C1CCCCC1	0.0%	4%
CCOC(CNC(=O)c1cc(C)nn1-c1ccccc1)OCC	8.7%	/
CCOCCOC(=O)c1cccc(NC(=O)/C=C/c2ccccc2)c1	0.1%	4%
CC1=NOC(=O)/C1=C\c1ccc(-c2cccc(Cl)c2)o1	2.1%	/
CCN1CCN(CC(=O)Nc2cccc(C)c2)C(=O)C1=O	-5.7%	2%
O=C(COc1ccccc1)N1CCN(C(=O)c2cccs2)CC1	4.8%	0%
CCOCCCNC(=O)Cn1cc2c(n1)CCCCC2	1.0%	-6%
CC(=O)Nc1c(-c2ccccc2)c(C)nn1Cc1ccccc1	-3.9%	2%
CCn1c(SCC(N)=O)nc2ccccc2c1=O	4.9%	-3%
O=C(NC(=S)Nc1cc(Cl)ccc1Cl)c1ccc(Cl)cc1	3.1%	4%
Cc1ccc2c(C)[n+](C)ccn12	1.2%	0%
CCCCNC(=O)NC(C(=O)OC)C12CC3CC(CC(C3)C1)C2 (centres undefined)	-4.4%	3%
O=C(c1cc(-c2ccco2)on1)N1CCOCC1	0.6%	-2%
O=C(Nc1ccc([N+](=O)[O-])cc1Cl)c1cccnc1	-0.2%	-1%
CCOCCCNC(=O)CNC(=S)N(Cc1ccccc1F)C1CCCCC1	-0.6%	/
CCOC(=O)c1c(-c2ccccc2)oc2c([N+](=O)[O-])cc([N+](=O)[O-])cc12	-4.3%	2%
CCCOc1ccc(N2C(=O)CC(NCCNc3ccc([N+](=O)[O-])cn3)C2=O)cc1 (centres undefined)	0.9%	3%
CC(C)Cn1c2c(c(O)c(C(=O)Nc3ncccc3O)c1=O)CCCC2	1.9%	-3%
O=C(Nc1ccc2c(c1)OCO2)c1ccc(COc2ccc3c(c2)CCC3)o1	3.0%	-8%
COc1ccc(-c2csc(NC(=O)c3cccc(S(=O)(=O)N4CCN(C)CC4)c3)n2)cc1	1.9%	/
Cc1ccc(C(=O)NCCN2Cc3ccccc3C2=O)cc1	-2.7%	2%
O=C(c1ccc(-c2ccccc2)cc1)N1CCN(C2CCCC2)CC1	-3.0%	3%
CCOc1ccc(Cn2nnc(C(=O)NCc3ccccc3)c2N)cc1	2.9%	-2%
NC(=O)NC(=O)CSc1cccc(C(F)(F)F)c1	-1.7%	0%
CC(C)C(C(=O)O)N1C(=O)/C(=C/c2cccc([N+](=O)[O-])c2)SC1=S (centres undefined)	-1.0%	4%

A portion of the library (hit frequency here may not be typical).
